Screens deposited in PubChem BioAssay by several laboratories.
PAFAH1B2 FP inh – blocks human PAF acetylhydrolase 1b catalytic subunit 2; inhibition, % at 3.39 µM; actives 1.2% (n = 340,000); recombinant PAFAH1B2, FP-rhodamine activity probe, fluorescence polarization; P68402;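 active = inhibition above the mean of all tested compounds plus 3 SD, cut at about 24% in these data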;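 also: 0% = enzyme with DMSO and 100% = wells lacking PAFAH1B2; many of its hits are not listed in these tables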
Target sequence (P68402 whole entry, looked up): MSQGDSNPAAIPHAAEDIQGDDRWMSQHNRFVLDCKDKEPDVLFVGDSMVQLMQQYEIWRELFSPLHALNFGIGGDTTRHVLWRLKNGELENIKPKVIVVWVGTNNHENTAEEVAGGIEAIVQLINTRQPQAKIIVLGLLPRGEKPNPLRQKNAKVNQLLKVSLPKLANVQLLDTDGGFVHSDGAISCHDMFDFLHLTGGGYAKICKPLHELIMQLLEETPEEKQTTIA
pPAFAH FP inh – inhibitors of human plasma PAF acetylhydrolase (pPAFAH); recombinant pPAFAH, FP-rhodamine probe fluorescence polarization; inhibition, % at 3.39 µM; actives 1.5% (n = 330,000); AID 463082;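 active = inhibition above the mean inhibition across the screen plus 3 SD, cut at about 25% in these data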;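 also: inhibitors block binding of the rhodamine activity-based probe so polarization drops; 0% = enzyme with DMSO and 100% = wells lacking pPAFAH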
Fam108B counter – blocks mouse Fam108B hydrolase in RBBP9 counter-screen; recombinant Fam108B, FP-Rh probe fluorescence polarization; inhibition, % at 9.51 µM; actives 0.33% (n = 300,000); AID 1947;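 active = inhibition above the screen mean inhibition plus 3 SD, computed separately per campaign, cut at about 18% in these data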;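 also: inhibitors lower polarization as less probe binds the enzyme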
AHR act – activators of human aryl hydrocarbon receptor; AHR-responsive luciferase reporter cells, luminescence; AID 2796; actives 2.5% (n = 320,000); activation, % at 5 µM; P35869; in the data active = activation above about 47%;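 also: 0% = vehicle wells and 100% = reference agonist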
Target sequence (P35869 whole entry, looked up): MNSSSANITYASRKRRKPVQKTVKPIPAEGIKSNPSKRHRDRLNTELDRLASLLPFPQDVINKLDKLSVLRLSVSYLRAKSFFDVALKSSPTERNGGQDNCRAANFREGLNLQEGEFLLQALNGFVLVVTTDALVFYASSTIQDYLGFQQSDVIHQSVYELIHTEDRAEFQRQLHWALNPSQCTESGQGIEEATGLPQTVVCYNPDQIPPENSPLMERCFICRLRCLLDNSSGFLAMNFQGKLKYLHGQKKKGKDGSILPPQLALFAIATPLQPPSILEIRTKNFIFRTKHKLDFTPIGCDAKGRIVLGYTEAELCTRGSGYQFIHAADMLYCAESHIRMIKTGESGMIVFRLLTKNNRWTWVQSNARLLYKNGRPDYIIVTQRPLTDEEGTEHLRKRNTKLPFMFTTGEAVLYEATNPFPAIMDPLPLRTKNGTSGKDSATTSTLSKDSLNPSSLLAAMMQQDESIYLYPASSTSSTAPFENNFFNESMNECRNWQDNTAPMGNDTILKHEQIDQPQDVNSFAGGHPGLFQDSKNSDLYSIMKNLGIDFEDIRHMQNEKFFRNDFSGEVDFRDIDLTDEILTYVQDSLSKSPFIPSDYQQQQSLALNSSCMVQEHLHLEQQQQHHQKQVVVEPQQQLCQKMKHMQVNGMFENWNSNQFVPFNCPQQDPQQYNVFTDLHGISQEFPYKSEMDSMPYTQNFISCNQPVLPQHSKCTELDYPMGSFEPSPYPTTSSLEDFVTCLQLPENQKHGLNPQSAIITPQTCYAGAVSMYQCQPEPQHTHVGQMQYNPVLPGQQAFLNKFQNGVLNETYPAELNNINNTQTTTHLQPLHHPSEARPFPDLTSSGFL
PME-1 primary – blocks human protein phosphatase methylesterase 1. AID 2130. inhibition, % at 5.9 µM. actives 0.53% (n = 320,000). Q9Y570. recombinant PME-1, FP-Rh probe fluorescence polarization;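 active = inhibition above the campaign mean of all compounds plus 3 SD, cut at about 26% in these data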;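 also: competitive labeling of PME-1 active site by serine hydrolase directed probe; 0% = PME-1 with DMSO and 100% = wells lacking PME-1 enzyme; inhibitors block probe labeling so polarization falls and inhibition rises; many of its hits are not listed in these tables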
GLD-1 RNA inh – GLD-1-TGE RNA interaction inhibition (C. elegans) | inhibition, % at 5.96 µM | AID 2280 | purified GLD-1 + fluorescein TGE RNA, fluorescence polarization | actives 0.44% (n = 320,000) | Q17339;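 active = percent inhibition above a per-plate cutoff, the plate mean of test compounds plus 3 SD, cut at about 30% in these data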;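 also: 0% = DMSO wells with GLD-1 and probe and 100% = wells lacking GLD-1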
MCL1 BIM primary – inhibitors of human MCL1 binding to BIM-BH3 peptide; Q07820; GST-MCL1 / FITC-Bim-BH3 fluorescence polarization; inhibition, % at 10.9 µM; actives 0.68% (n = 320,000);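 active = inhibition above the mean inhibition of all tested compounds plus 3 SD, set per campaign, cut at about 40% in these data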;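 also: 0% = DMSO wells and 100% = unlabeled Bim-BH3 peptide control; higher means more loss of mP so more displacement of Bim peptide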
BCLXL inh – Bcl-xL (human) inhibition | actives 0.7% (n = 320,000) | inhibition, % at 10.9 µM | GST-Bcl-xL / FITC-Bim BH3 peptide fluorescence polarization;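 active = inhibition above the mean of all tested compounds plus 3 SD, cutoff set per campaign, cut at about 30% in these data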;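 also: 0% = DMSO wells and 100% = unlabeled Bim-BH3 peptide competitor; inhibitors lower millipolarization by displacing the labeled peptide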
MEX-5 binding – C. elegans MEX-5 TCR-2 RNA binding activity | MEX-5/FITC-TCR2 RNA binding, fluorescence polarization; stronger effect = lower value | activity score (negative = inhibition of binding), % at 10 µM | actives 0.38% (n = 300,000);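 active = inhibition past about -25% in most replicates, and total fluorescence under double the plate's negative control median, limit read from the data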;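 also: 0% = DMSO and -100% = 5 µM competing unlabeled TCR2 RNA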
Numbers without * were called inactive; . = no result given.

The opening three entries, ahead of the listing:
SMILES | PAFAH1B2 FP inh | pPAFAH FP inh | Fam108B counter | AHR act | PME-1 primary | GLD-1 RNA inh | MCL1 BIM primary | BCLXL inh | MEX-5 binding
Nc1ccccc1N1CCOCC1 | 5 | -1 | 11 | 5 | 0 | -8 | 7 | 4 | 0.2
O=C(C[n+]1ccc2c(c1)nnn2-c1ccccc1)c1ccc(Cl)cc1 | . | 4 | -3 | 4 | 7 | -9 | 1 | 6 | 1.0
CCOC(=O)CSc1nnc(-c2ccc(S(=O)(=O)N3CCC(C)CC3)cc2)o1 | 5 | 3 | -8 | -2 | -4 | -2 | 8 | 5 | -2.9

Main list, from the start:
SMILES | PAFAH1B2 FP inh | pPAFAH FP inh | Fam108B counter | AHR act | PME-1 primary | GLD-1 RNA inh | MCL1 BIM primary | BCLXL inh | MEX-5 binding
Nc1ccccc1N1CCOCC1 | 5 | -1 | 11 | 5 | 0 | -8 | 7 | 4 | 0.2
O=C(C[n+]1ccc2c(c1)nnn2-c1ccccc1)c1ccc(Cl)cc1 | . | 4 | -3 | 4 | 7 | -9 | 1 | 6 | 1.0
CCOC(=O)CSc1nnc(-c2ccc(S(=O)(=O)N3CCC(C)CC3)cc2)o1 | 5 | 3 | -8 | -2 | -4 | -2 | 8 | 5 | -2.9
O=C(CN1C(=O)c2ccccc2C1=O)OCC(=O)N1CCc2ccccc2C1 | 9 | 1 | -1 | -2 | -6 | 6 | -6 | -4 | -0.4
CC(C)c1cc(C(=O)Nc2ccc3c(c2)OCO3)no1 | 1 | 2 | 1 | 40 | 3 | 6 | 7 | 5 | 1.8
COc1ccc(CC(=O)Nc2oc(-c3ccccc3)c(-c3ccccc3)c2C#N)cc1OC | 4 | 10 | 9 | 2 | 0 | 15 | 5 | 1 | -1.8
Cc1cccc(S(=O)(=O)Nc2ccncc2)c1 | 2 | 0 | -5 | -1 | 0 | 2 | -5 | 2 | -2.2
Fc1ccc(/C=C/c2nnc(-c3cccs3)o2)cc1 | 3 | 0 | 0 | -5 | 0 | 5 | 12 | 10 | 1.7
C/C(=N\NC(=O)c1cccc(S(=O)(=O)N2CCCC2)c1)c1ccncc1 | 0 | 5 | . | 13 | 7 | -2 | 1 | 2 | .
Cc1cc(C)n2nc(SCC(=O)N/N=C/c3cccc(Br)c3)nc2n1 | -5 | -2 | -1 | 5 | 1 | 1 | 3 | 10 | 0.4
Cc1ccc(S(=O)(=O)Cc2sc3ccccc3[n+]2C)cc1 | 1 | 5 | 1 | 15 | 13 | -9 | 18 | 12 | 0.5
O=S(=O)(Nc1ccccc1Cl)c1ccc(NS(=O)(=O)c2cccs2)cc1 | 13 | 26* | 8 | 0 | 0 | -2 | 4 | 5 | -1.9
O=c1[nH]c2cc3c(cc2cc1CN(Cc1ccc2c(c1)OCO2)Cc1nnnn1CC1CCCO1)OCO3 (stereo unspecified) | -1 | -4 | 4 | 18 | -7 | 65* | 74* | 70* | 0.6
COc1ccc(/C=N/NC(=O)C2c3ccccc3Oc3ccccc32)c(OC)c1 | -4 | -6 | -2 | 1 | -3 | 9 | -6 | -6 | -0.9
COc1ccc(N2C(=O)C3CCCN3C2c2ccc(C)cc2)cc1Cl (stereo unspecified) | 1 | 1 | -2 | 0 | -1 | 1 | -4 | 2 | -3.6
COCCSc1ccccc1C(=O)Nc1ccc2c(c1)OCO2 | 5 | 4 | 2 | 19 | 0 | -3 | 13 | 9 | -2.9
Cc1c(C)c2ccc(OCC(=O)N3CCN(C(=O)C4COc5ccccc5O4)CC3)cc2oc1=O (stereo unspecified) | 4 | -1 | 1 | 0 | -5 | -5 | 0 | 1 | -0.7
CC1CCN(CCc2nc3cc(NC(=O)COc4ccccc4)ccc3n2C)CC1 | 3 | 7 | 3 | -4 | -3 | -9 | 0 | -3 | 0.5
CC(=O)c1cccc(NC(=S)NC(=O)c2ccccc2Cl)c1 | 2 | 2 | -3 | 17 | 1 | 4 | 8 | 6 | 0.5
COc1cccc(CNC(=O)c2nnn(CC(=O)Nc3ccc4c(c3)OCO4)c2N)c1 | 3 | 5 | -2 | 0 | -6 | -4 | 3 | 6 | -0.3
Cc1cccc(C)c1NC(=S)N1CCC(c2ccccc2)C1 (stereo unspecified) | 9 | 4 | 4 | 7 | -6 | 12 | 6 | 8 | 2.6
CC(=O)c1ccc(N2CCN(C(=O)CCS(=O)(=O)c3ccc(C)cc3)CC2)cc1 | 7 | -5 | -6 | 14 | -5 | -3 | -9 | -5 | .
CCCc1c(O)nc(SC2CC(=O)N(c3ccc(OC)cc3)C2=O)[nH]c1=O (stereo unspecified) | 5 | 1 | 0 | 3 | -2 | 4 | 5 | 2 | 1.8
O=S(=O)(N/N=C/c1cn(Cc2ccccc2)c2ccccc12)c1ccccc1 | 4 | 16 | 6 | 8 | 9 | 7 | -8 | -2 | -0.2
CNC(=O)CSc1nnc(SCCC(=O)O)s1 | 4 | 3 | 0 | 0 | 7 | -3 | -11 | 0 | -0.4
Cc1cccn2c(=O)c(C=C(C#N)C#N)c(N3CCN(C)CC3)nc12 | -2 | 7 | 4 | 3 | -6 | 25 | 53* | 58* | -9.8
O=C(Nc1ccc(Cl)c([N+](=O)[O-])c1)c1ccc2c(c1)OCCO2 | 0 | 4 | -5 | -4 | -1 | 2 | 2 | 0 | -3.2
CN(CC(=O)NCc1ccccc1)S(=O)(=O)c1ccc2c(c1)CCC(=O)N2 | 0 | -1 | 3 | 1 | 5 | -9 | -3 | 0 | 0.3
COc1ccc(-c2csc(/N=C/N(C)C)n2)cc1OC | 6 | 4 | 4 | 18 | 3 | -2 | 0 | 0 | -1.6
O=C(NCCN1CCCC1)C1CCC(=O)N(CCCN2CCOCC2)C1 (stereo unspecified) | 1 | 3 | -3 | -2 | 4 | -7 | -6 | 4 | -1.4
Cc1cc(C)c(C(=O)Nc2ccc(C)c(C)c2)c(CC(C)(C)C(=O)O)c1 | 3 | -3 | 0 | 1 | 1 | 0 | 4 | 0 | .
Cc1ccc(OC/C(O)=C(\C#N)c2nc3ccccc3s2)cc1 | 5 | 14 | 7 | 0 | -12 | 0 | 0 | 3 | -1.3
CC(C)CCNC(=O)c1cn(C)c2ccc(S(=O)(=O)N3CCCC3)cc2c1=O | -1 | 3 | -1 | 3 | -5 | 4 | 7 | 6 | 0.3
O=C(COc1ccccc1C(=O)O)NC1CCCc2ccccc21 (stereo unspecified) | 2 | -2 | 3 | 8 | 1 | -4 | -2 | 1 | -0.2
Nc1nc(SCC(=O)NCCCN2CCOCC2)nc2sc3c(c12)CCC3 | 2 | -1 | 5 | 0 | 2 | -2 | 7 | 3 | 1.2
COc1ccc(CCN(C)CCC(=O)Nc2cc(C)ccc2C)cc1OC | 0 | -7 | -4 | 1 | -8 | -6 | 5 | -2 | 0.2
CC(C)Oc1cccc(C(=O)C2CCCN(C(=O)c3csnn3)C2)c1 (stereo unspecified) | 0 | 3 | 0 | 5 | -2 | -1 | 2 | 3 | -0.2
CCCN1C2CCCC1CC(NC(=S)Nc1cc(C)cc(C)c1)C2 (stereo unspecified) | 1 | 3 | 0 | 4 | 0 | 9 | 6 | 3 | 0.5
Cc1ccc(-c2cc3c(n2-c2ccc(C(=O)O)cc2)CCCC3=O)cc1 | 7 | 3 | 0 | 4 | 1 | 6 | 3 | 1 | 1.9
O=C(COc1cccc(C(F)(F)F)c1)N1CCN(c2ccccc2O)CC1 | 5 | 4 | 2 | 0 | -3 | -12 | -4 | 0 | 0.2
CC(C)c1ccc(-n2ccnc2SCC(=O)O)cc1 | 11 | -1 | -2 | -1 | -2 | -4 | -3 | -4 | -1.5
CCOC(=O)[C@H]1[C@H]2COc3ccc(Cl)cc3[C@@H]2N2C(=O)CN(Cc3ccc(C)cc3)C(=O)[C@@]12C | 2 | -1 | . | 0 | 1 | -8 | 3 | 2 | .
CC1CCCC(C)N1C(=O)CN1C(=O)C(C)(C)Oc2ccc(C(=O)NC3CCCCC3)cc21 (stereo unspecified) | 2 | 2 | 0 | -2 | -4 | 2 | 10 | 9 | 3.6
Cc1ccc(-c2nc3ccccc3s2)cc1NC(=O)c1ccc2c(c1)OCO2 | 0 | -5 | -2 | 2 | -4 | 5 | -2 | -1 | -0.8
COc1ccc(S(=O)(=O)NCC2CCC(C(=O)NCc3cccnc3)CC2)cc1 (stereo unspecified) | 4 | -1 | 2 | 4 | 2 | 5 | 7 | 8 | -1.1
OC(COC(c1ccccc1)c1ccccc1)CN1CCN(c2ccccn2)CC1 (stereo unspecified) | 6 | 1 | 1 | 6 | 7 | -6 | -1 | 4 | 3.8
CCN(C(=O)c1ccc(Br)o1)C1CCS(=O)(=O)C1 (stereo unspecified) | 1 | -1 | -6 | -1 | 0 | -1 | 7 | 7 | 3.3
Cc1ccc(-c2nc(N)n(S(C)(=O)=O)n2)cc1 | -2 | 1 | 8 | -1 | -6 | 11 | 4 | 8 | -1.5
Cc1cccc(NC(=O)CSc2nnc(C3CC3)n2CC2CCCO2)c1 (stereo unspecified) | 2 | 0 | -1 | 2 | -2 | 11 | 4 | 3 | 0.7
C[C@@H]1CCCCCCCCCCC1=O | 6 | 2 | -3 | 0 | -6 | 0 | 3 | 6 | 1.4
COc1ccc2oc(=O)c(C(=O)Oc3ccc(NC(C)=O)cc3)cc2c1 | -2 | -3 | 1 | 3 | 4 | 2 | 12 | 12 | -0.3
N=c1oc2cc(O)ccc2cc1C(=O)Nc1ccc(Cl)cc1 | 3 | 2 | 22* | -3 | 3 | -8 | -4 | -4 | 2.1
CCOC(=O)C1CCN(C(=O)c2ccc3c(c2)OCO3)CC1 | 5 | 8 | 3 | -3 | 2 | 2 | 2 | 2 | 0.2
O=C(/C=C/c1cccs1)NC1CCS(=O)(=O)C1 (stereo unspecified) | . | 2 | -5 | 0 | 0 | 8 | 0 | 6 | 1.4
O=C(COC(=O)c1ccccc1Br)Nc1cccnc1Cl | 4 | 3 | . | 2 | . | 5 | . | . | .
CCN1CCCC1CNC(=O)c1cc2c(C)nc3ccccc3c2o1 (stereo unspecified) | 3 | 2 | -4 | 3 | 8 | -5 | 2 | 2 | -2.1
CC1=NOC2(C1)/C(=N/O)CCC/C2=N\O (stereo unspecified) | 2 | 1 | 1 | -1 | -1 | -2 | -6 | -7 | -1.5
Cc1ccc(-n2nnc(-c3cc4ccccc4n3C)n2)cc1 | -2 | -5 | 1 | 46 | -4 | -8 | -7 | -2 | 0.1
O=C(Nc1nnc(C2=COCCO2)o1)c1cccc(C(F)(F)F)c1 | 5 | 4 | 0 | 4 | -3 | -3 | 9 | 5 | -1.8
O=C(/C=C/c1ccc(Cl)cc1Cl)NC(=S)Nc1ccc(CN2CCOCC2)cc1 | -1 | -1 | -1 | 105* | 1 | 5 | -1 | 4 | 1.0
Remaining list, next part.
SMILES | PAFAH1B2 FP inh | pPAFAH FP inh | Fam108B counter | AHR act | PME-1 primary | GLD-1 RNA inh | MCL1 BIM primary | BCLXL inh | MEX-5 binding
C1CCCC(NC2=NCCO2)CCC1 | 5 | -3 | 6 | -2 | -7 | -4 | -18 | -7 | 2.3
O=C(COc1cccnc1[N+](=O)[O-])N1CCN(S(=O)(=O)c2ccccc2)CC1 | 5 | 0 | -3 | 0 | -2 | 5 | -2 | 0 | 0.9
COc1ccc(NC(=S)NCCN2CCOCC2)c(OC)c1 | -2 | 8 | 2 | 10 | 7 | -4 | 2 | -1 | 1.3
CCC(=O)Nc1nnc(S(=O)(=O)N2CCCCCC2)s1 | 6 | 0 | 3 | 12 | 4 | 0 | -1 | 1 | 0.2

An excerpt; the hit share may differ from the screen's.
